UBC9 SUMO inh: blocks human SUMOylation mediated by UBC9; P63279; HTRF SUMOylation assay, SAE1/SAE2 + UBC9, in vitro; inhibition, % at 35 µM; 290,000 tested, 0.36% active; in the data active = inhibition above about 50%, passing the limit was not always enough; note: strong numbers were not always called active
Target sequence (P63279 whole entry, looked up): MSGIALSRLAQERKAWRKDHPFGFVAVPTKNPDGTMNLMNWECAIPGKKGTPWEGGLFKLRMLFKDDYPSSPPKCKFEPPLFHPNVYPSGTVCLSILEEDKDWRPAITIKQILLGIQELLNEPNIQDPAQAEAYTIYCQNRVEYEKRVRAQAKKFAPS
MEKK3 PB1 HTS: raises or lowers MEK5 binding to the human MEKK3 PB1 domain; Q99759; bead-based flow cytometry, Alexa488-MEK5 binding to MEKK3; actives lie on both sides; 0 = blocked by unlabeled MEK5, 100 = vehicle; binding response (% of control), % at 10 µM; 290,000 tested, 1.4% active;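 active = binding response more than 3 SD above or below the average of its plate-row segment, actives on both sides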;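 note: Alexa488 bead fluorescence after subtracting the streptavidin-only scavenger bead signal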
Target sequence (Q99759 whole entry, looked up, the tested form may be a part): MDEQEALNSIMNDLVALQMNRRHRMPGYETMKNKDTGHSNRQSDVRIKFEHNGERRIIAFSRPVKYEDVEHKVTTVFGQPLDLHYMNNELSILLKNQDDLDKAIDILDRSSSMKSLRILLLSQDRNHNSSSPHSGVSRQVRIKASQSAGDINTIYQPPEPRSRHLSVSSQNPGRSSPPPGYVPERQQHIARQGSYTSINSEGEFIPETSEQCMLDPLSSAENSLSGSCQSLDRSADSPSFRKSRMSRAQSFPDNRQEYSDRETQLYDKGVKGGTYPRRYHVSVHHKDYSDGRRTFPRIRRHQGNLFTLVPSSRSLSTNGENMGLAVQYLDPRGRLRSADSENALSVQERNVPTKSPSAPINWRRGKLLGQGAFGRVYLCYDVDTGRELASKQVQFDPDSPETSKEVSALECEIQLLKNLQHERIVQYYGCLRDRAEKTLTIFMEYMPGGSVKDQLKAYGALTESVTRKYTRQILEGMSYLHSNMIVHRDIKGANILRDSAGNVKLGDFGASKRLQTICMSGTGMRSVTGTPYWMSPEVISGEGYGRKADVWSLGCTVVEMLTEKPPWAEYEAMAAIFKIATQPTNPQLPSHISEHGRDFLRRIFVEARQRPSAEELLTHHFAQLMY
IDE act: boosts human insulin-degrading enzyme activity in HEK cells; activation, % at 5.96 µM; P14735; FAbeta-B cleavage, fluorescence polarization; 0% vehicle, 100% cell-free pure enzyme wells; AID 493087; 340,000 tested, 0.073% active;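 active = activation above the mean of all tested compounds plus 3 SD, set per screening campaign, cut at about 17% in these data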
MEKK2wt PB1 HTS: raises or lowers MEK5 binding to wildtype human MEKK2 PB1 domain; bead flow cytometry, Alexa488-MEK5 binding to MEKK2 WT; actives lie on both sides; AID 1531; Q9Y2U5; 290,000 tested, 1.1% active; binding response (% of control), % at 10 µM; in the data active = binding response below about 67% or above about 130%
PfM18AAP inh: blocks P. falciparum M18 aspartyl aminopeptidase | recombinant PfM18AAP, H-Glu-NHMec fluorogenic cleavage | inhibition, % at 7.35 µM | 290,000 tested, 1.2% active;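 active = inhibition above the campaign mean inhibition over all tested compounds plus 3 SD, cut at about 28% in these data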;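 note: 0% = plate median of test compound wells and 100% = 2 mM ZnCl2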
NALP1 yeast inh: NALP1 inhibition; inhibition, % at 10 µM; S. cerevisiae NALP1/ASC/caspase-1 growth, X-gal OD620, 72 h; 280,000 tested, 0.61% active; in the data active = inhibition mostly above about 24%, no sharp cut-off; inactive = mostly below about 32%; note: some compounds called inactive have numbers as strong as hits
p-CIP stab down: compounds decreasing mouse p/CIP protein stability. Q05BA5. F442A p/CIP-EGFP cells, EGFP fluorescence, 16 h. decrease of EGFP signal, % at 10 µM. 290,000 tested, 0.01% active. AID 1984;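 active = EGFP signal decrease of at least 30% at 10 µM or well 3 SD below plate mean, unless failing retest; inactive = the rest, including hits failing retest or dose response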; note: some compounds called inactive have numbers as strong as hits; many of its hits are not listed in these tables
MEKK2 mut-MEK5: signal of MEK5 binding to mutant human MEKK2 PB1 domain; bead flow cytometry, Alexa488-MEK5 binding to MEKK2 mutant; percent response, % at 10 µM; 290,000 tested, 0.35% active; AID 1530; in the data active = percent response above about 24%, passing the limit was not always enough; note: inactives centre near 1; some results filed as inactive read as strong as hits; reference of the scale not given here
IDE cell inh: inhibitors of human insulin-degrading enzyme in cells. inhibition, % at 5.59 µM. P14735. 320,000 tested, 0.41% active. AID 434962. HEK cells, FAbetaB cleavage, fluorescence polarization;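 active = percent inhibition above the average of all tested compounds plus 3 SD, set per screening campaign, cut at about 16% in these data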;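 note: IDE supplied by intact live HEK cells; FP after avidin binding of uncleaved biotin substrate so inhibition keeps polarization high; 0% = DMSO wells and 100% = 60 µM reference IDE inhibitor Ii1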
The depositor's hits bear a star; nt = not tested or not shown; & = joins results of further samples. Some of the compounds tested (hit frequency here may not be typical).

SMILES	UBC9 SUMO inh	MEKK3 PB1 HTS	IDE act	MEKK2wt PB1 HTS	PfM18AAP inh	NALP1 yeast inh	p-CIP stab down	MEKK2 mut-MEK5	IDE cell inh
CCCC(=O)c1ccc(CP(=O)(OCC)OCC)o1	15	106	2	104	-2	-8	-13	1	-1
CCCCSP1(=S)NCCCN1	6	97	2	96	-2	-23	-16	0	2
CCOC(=O)C1CCCN(c2ccc([N+](=O)[O-])c3nonc23)C1 (stereo unspecified)	20	92	-91	81	1	0	-675	-20	nt
O=C(Nc1ccccc1)c1c(O)[nH]c(=O)[nH]c1=O	nt	101	-6	104	nt	nt	nt	2	-1
CN(C)C(=O)Oc1ccc(Br)cc1C(=O)Nc1ccc(F)c(Cl)c1	20	97	0	93	-5	24	-8	-1	0
CCOC(=O)C1=C(C)N(C)C2(C)CC1c1ccccc1O2 (stereo unspecified)	15	103	1	107	-5	11	-1	8	5
N/C(=N\N=C/c1ccc(-c2ccc(O)c(C(=O)O)c2)o1)N[N+](=O)[O-]	23	99	-5	99	31*	12	-6	1	0
Cn1c(O)c(C=NC2C(=O)C3(C)CCC2C3(C)C)c(=O)n(C)c1=O (stereo unspecified)	16	103	4	103	3	9	-26	7	3
CC12CCC3C(CC=C4CC(O)CCC43C)C1C/C(=C\c1cccc(F)c1)C2=O (stereo unspecified)	10	93	2	100	1	29	7	5	-1
C=CCn1c(O)c(C(CC)=Nc2cccc(C(F)(F)F)c2)c(=O)[nH]c1=O	0	99	2	99	6	0	-4	1	10
CCOC(=O)C1CCN(C=C2C(=O)N(C)C(=S)N(C)C2=O)CC1	7	96	-1	101	0	-2	-2	-2	6
CCOP(=O)(OCC)C(NC(=O)C(C)C)C(Cl)(Cl)Cl (stereo unspecified)	-34	96	-1	99	1	-19	0	3	-8
Cc1cc(N2C(=O)C3CCCN3C2c2ccccc2)no1 (stereo unspecified)	0	95	-4	98	0	16	-11	-1	3
Cc1ccsc1C(=O)C1CCCN(Cc2cccc(-n3cccn3)c2)C1 (stereo unspecified)	-12	101	0	105	4	20	-3	2	2
COc1ccc(-c2cc(=Nc3cccc(C(=O)O)c3)c3cc(C)ccc3o2)cc1	11	99	-7	101	9	8	12	2	3
CCC(C)n1c(O)c(C=Nc2cccc(C(F)(F)F)c2)c(=O)[nH]c1=S (stereo unspecified)	1	98	4	86	-2	27	-25	-1	3
O=C1C2CCCC1C(N1CCCCC1)CC2 (stereo unspecified)	15	104	6	113	-4	-1	-8	12	nt
CCCCCCC(=O)N/N=C/c1c(O)n(CCc2ccccc2)c(=O)[nH]c1=O	-62	103	-1	102	4	4	-17	3	3
Cc1cc(OCC(=O)NC2CCS(=O)(=O)C2)c2c3c(c(=O)oc2c1)CCC3 (stereo unspecified)	22	100	-4	102	0	3	-18	2	3
N=C1c2ccccc2CN1c1ncccn1	2	99	1	82	2	-6	4	-11	8
COc1ccc(OCC(=O)N2CCN(C/C=C/c3ccccc3)CC2)cc1	5	98	0	102	-1	1	-2	0	1
CCCCn1c(O)c(C(CC)=NCCc2ccccc2)c(=O)[nH]c1=O	12	98	-2	99	-7	nt	-4	-1	3
COc1cc(C(=S)N2CCOCC2)cc(OC)c1OC(=O)Cc1ccccc1	12	86	6	84	23	-1	-2	-7	-3
OCCN(CC#CC(O)(c1ccccc1)C1CCCC1)CCO (stereo unspecified)	10	100	1	104	-7	10	2	6	-2
CN1CC=C(/C=C/c2ccc(-c3ccccc3)cc2)CC1	-1	110	nt	167*	3	20	-5	10	6
Next records follow.
SMILES	UBC9 SUMO inh	MEKK3 PB1 HTS	IDE act	MEKK2wt PB1 HTS	PfM18AAP inh	NALP1 yeast inh	p-CIP stab down	MEKK2 mut-MEK5	IDE cell inh
Oc1ccc(C2NCc3ccccc3-n3cccc32)cc1Cl (stereo unspecified)	-8&-4	102&103	-4&0	108&104	-3&2	27&14	6&12	12&3	-3&-3
COC(=O)C1=C(c2ccccc2)C[C@@H]2CC[C@H]1N2C(=O)N1CCCCC1	nt	102	4	102	nt	nt	nt	3	1
Cc1ccc(-c2ccc(=O)n(CC(=O)N3CCC4(CC3)OCCO4)n2)cc1	-11	103	3	101	-11	-2	4	-1	2
Cc1cc(/C=C2\C(=O)NC(=O)N(Cc3ccccc3Cl)C2=O)c(C)n1-c1ccc(C(=O)O)cc1	25	93	-4	83	16	16	-7	-13	3
Cc1ccc(-n2c(C)nc3ccccc3c2=O)cc1C	8	104	1	91	0	16	-2	-8	-1
CCOc1cc2c(cc1OCC)-n1cccc1C(c1cc(OC)ccc1F)NC2 (stereo unspecified)	2	105	5	111	0	-2	3	7	6
O=c1[nH]c(=S)n(Cc2ccc(F)cc2)c(O)c1/C=N/N1CCCCC1	12	97	8	108	-5	17	-8	7	9
NC(=O)CS(=O)C(c1ccccc1)c1ccccc1 (stereo unspecified)	0	106	nt	102	6	-2	-12	3	nt
COP(=S)(OC)c1c(C)nn(CCC#N)c1NC(=O)c1ccc(Cl)cc1	-1	101	-1	100	-1	22	0	-5	3
O=C1NC(=O)C(C(CC(=O)c2ccccc2)c2ccccc2)C(=O)N1 (stereo unspecified)	11	96	-6	85	26	-11	-7	-12	-2
C[N+](C)(C)CC(=O)Nc1ccc(Cl)cc1C(=O)c1ccccc1	-13	102	6	107	1	6	-7	8	4
CCOP(=O)(OCC)c1cccc(O)c1	-4	103	5	102	-1	-5	9	7	-1
CCC(=NCCc1c[nH]c2ccccc12)c1c(O)n(-c2ccc(C)cc2)c(=O)[nH]c1=O	-1	102	4	99	1	26	-10	-1	-2
CC12CN3CC(C)(CN(C1)C31CCOCC1)C2=O	2	81	1	91	2	13	12	5	-4
CCC(C)C12CN3CCN(CC(C)(C3)C1=O)C2 (stereo unspecified)	-13	100	1	102	-12	4	6	9	0
Cc1[nH]c2ccccc2c1C(=O)CN1CC=C(c2ccccc2)CC1	0	95	3	105	2	26	5	0	-7
O=C(c1ccc(CNS(=O)(=O)c2ccc(Br)cc2)cc1)N1CCC2(CC1)OCCO2	-2	103	-6	102	7	33	-16	0	9
C(CCc1nn[nH]n1)CCc1nn[nH]n1	-2	96	4	100	-1	-3	4	-1	-5
CN(C)C(=S)SSC(=S)N(C)C	-10	94	-33	87	22	64*	-2	4	6
O=c1[nH]c(=S)n(-c2ccccc2)c(O)c1/C=N/N1CCCCC1c1cccnc1 (stereo unspecified)	36	94	-5	101	2	nt	-1	3	11
CC(=O)Nc1ccc(CC(=O)N2CCN(Cc3ccccc3)CC2)cc1	16	101	-3	100	0	16	-2	5	3
C=CCn1c(O)c(/C=N/N2CCCCC2)c(=O)[nH]c1=O	-19	97	5	100	6	nt	-1	0	1
CCn1ccnc1CN1CCCC(C(=O)c2cc(Cl)ccc2OC)C1 (stereo unspecified)	6	98	-1	96	0	0	-16	-4	-1
CCCCCCCCCOc1ccc2[nH]cc(CCN)c2c1	-13	114&103	nt	252*	2	0	-1	34*	nt
O=C(C1CCC(=O)N1C1CCCCC1)N1CCC2(CC1)OCCO2 (stereo unspecified)	15	nt	-1	nt	4	10	-12	nt	-4
(continued)
SMILES	UBC9 SUMO inh	MEKK3 PB1 HTS	IDE act	MEKK2wt PB1 HTS	PfM18AAP inh	NALP1 yeast inh	p-CIP stab down	MEKK2 mut-MEK5	IDE cell inh
COc1c(C)cc(C(=O)C2CCCN(Cc3cccc(C)n3)C2)cc1C (stereo unspecified)	7	104	-3	99	0	-5	-8	2	1
CCN(CC)c1ccc(N=Cc2c(O)n(CCC3=CCCCC3)c(=O)[nH]c2=O)cc1	32	100	4	94	13	4	-12	-2	1
CC(C)(CN)CC(=O)O	25	89	-1	84	-4	-15	-3	-8	4
Cc1ccc(-c2cc(-c3ccc(C)cc3)[n+](C)o2)cc1	0	96	-1	98	-1	37	-35	-2	5
CCN1C[C@@]2(COC)C3[C@@H](OC)[C@H]4[C@@H]1[C@@]3(C1C[C@H]3[C@H](O)C1[C@]4(O)C[C@H]3OC)[C@@H](OC)C[C@H]2O (stereo partly specified)	nt	100	4	99	nt	nt	nt	2	-1
O=C1/C(=C/c2ccncc2)N2CCC1CC2	6	87	-4	87	7	-2	1	-9	6
CC(=O)C1C2c3ccccc3OC1(C)N=c1s/c(=C/c3cn(C)nc3C)c(=O)n12 (stereo unspecified)	8	106	-2	103	-1	-9	-20	5	1
O=C1NC(=O)N(Cc2ccccc2)C(=O)/C1=C/C=C/c1ccco1	48	101	-21	97	21	21	-22	-4	7
CC(C)OP(=O)(Oc1ccc(C(O)C(Cl)(Cl)Cl)cc1)OC(C)C (stereo unspecified)	7	105	2	102	-7	5	-4	1	4
CCC(=NC1CC1)c1c(O)n(C2CCCCC2)c(=O)[nH]c1=O	3	97	-1	94	0	30	6	1	1
CC1(C)C(c2ccccc2)=NC(c2cccnc2)=[N+]1[O-]	-6	106	-1	108	5	17	-2	7	-1
O=P1(NCc2ccco2)COc2ccccc2OC1	-20	93	4	89	-1	10	6	-9	-2
COc1cccc(C(=O)C2CCCN(Cc3ccccn3)C2)c1 (stereo unspecified)	10	97	2	96	-1	16	9	-4	2
COc1ccc(-c2csc(NC(=O)COC(=O)Cc3ccccc3)n2)cc1OC	-15	103	nt	102	1	38	-5	3	-4
O=c1[nH]c(=O)n(-c2cccc(Cl)c2)c(O)c1C=NCCCN1CCOCC1	37	100	-1	103	-2	8	0	-1	1
NC(=O)OCCCc1ccccc1	nt	105	5	105	nt	nt	nt	4	-1
COc1ccc(C[C@H]2NC[C@H](O)[C@H]2OC(C)=O)cc1	nt	107	9	112	nt	nt	nt	5	-3
Cc1ccc(-c2nc(N(C)C3CCN(C)CC3)c3ccccc3n2)cc1	10	93	-1	120	9	16	-2	3	2
CCOC(=O)N1CCN(C(C)C(=O)c2c[nH]c3ccccc23)CC1 (stereo unspecified)	10	104	5	110	-13	9	-2	3	5
COc1cc(OC)c(OC)cc1CNC(C)C(O)c1ccccc1 (stereo unspecified)	25	100	7	100	-3	31	-16	1	-2
Cc1ccc(NC(=S)NCCc2cnc[nH]2)cc1C	0	105	3	103	1	-57	11	2	-2
CC(=NCCCN1CCOCC1)c1c(O)[nH]c(=O)[nH]c1=O	13	94	0	95	-7	-3	-8	-2	-12
CCC(=NCc1ccco1)c1c(O)n(C)c(=O)n(C)c1=O	17	103	0	100	2	nt	-5	7	-2
O=Cc1cn(Cc2ccc(Br)cc2)c2ccccc12	1	108	1	103	-10	18	-6	3	-2
Cc1nn(C)c(C)c1P(=S)(c1c(C)nn(C)c1C)N(C)C	-8	102	1	104	-5	-4	-18	5	5
COCc1c(CN)cnc(C)c1N	9	104	-3	106	-10	-1	-8	5	-1
[N-]=[N+]=NC1C[C@H](n2ccc(=O)[nH]c2=O)O[C@@H]1CO (stereo partly specified)	14	86	1	86	-7	12	-11	4	1
COC(=O)C1=C(c2cc3ccccc3s2)C[C@@H]2CC[C@H]1N2C(=O)NC1CCCCC1	nt	106	3	106	nt	nt	nt	2	0
CCC1(CC)C(=O)N(C)C(=O)NC1=NC	16	106	0	97	1	34	-6	7	2
CCOC(=O)C1(CCc2ccccc2)CCN(Cc2csc(C(C)=O)c2)CC1	6	104	5	129	4	27*	-19	22	2

Results in p-CIP stab down, IDE act and NALP1 yeast inh (three entries from above):
compound	p-CIP stab down	IDE act	NALP1 yeast inh
CC(C)OP(=O)(Oc1ccc(C(O)C(Cl)(Cl)Cl)cc1)OC(C)C (stereo unspecified)	-4	2	5
COCc1c(CN)cnc(C)c1N	-8	-3	-1
CCC(=NCc1ccco1)c1c(O)n(C)c(=O)n(C)c1=O	-5	0	nt

Screens deposited in PubChem by several laboratories.
